# PP1 counter = PP1-alpha (human) inhibition in PP5 counter-screen | purified PP1alpha, OMFP fluorescence | inhibition, % at 6.7 µM | hit rate 0.9% among 320,000;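 active means inhibition above the mean inhibition of all tested compounds plus 3 SD, computed separately for each screening campaign, cut at about 15% in these data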
# Target sequence (P62136 whole entry, looked up): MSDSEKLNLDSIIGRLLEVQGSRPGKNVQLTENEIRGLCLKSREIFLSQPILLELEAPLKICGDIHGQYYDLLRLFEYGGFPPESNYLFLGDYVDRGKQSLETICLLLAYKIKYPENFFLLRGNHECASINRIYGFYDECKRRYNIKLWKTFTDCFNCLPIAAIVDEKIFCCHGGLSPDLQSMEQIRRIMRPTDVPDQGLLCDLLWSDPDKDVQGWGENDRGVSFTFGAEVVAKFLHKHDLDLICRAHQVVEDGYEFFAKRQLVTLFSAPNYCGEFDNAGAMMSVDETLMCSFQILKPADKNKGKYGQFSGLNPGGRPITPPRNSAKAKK
# HCV core dimer = blocks dimerization of HCV core protein; inhibition, % at 5 µM; hit rate 0.33% among 300,000; TR-FRET GST/Flag-core106 dimerization, 1536-well;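 active means inhibition above the mean of all tested compounds plus 3 SD, set per screening campaign, cut at about 45% in these data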
#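 assay system = GST-tagged and Flag-tagged HCV core protein residues 1-106 | controls = unlabelled core106 and no-GST-core106 wells | incubation = compound-protein-antibody incubation 4 h at 22.5 °C | probe or stimulus = Eu donor and XL665 acceptor anti-tag antibodies | read-out = % inhibition based on acceptor/donor emission ratio | signal = TR-FRET 671 and 617 nm emission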
# TPT1 inh = C. albicans TPT1 enzyme inhibition; recombinant caTPT1, FP RNA substrate dephosphorylation; inhibition, % at 5 µM; hit rate 0.81% among 300,000; AID 1962;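 active means inhibition above the mean of all tested compounds plus 3 SD, set per screening campaign, cut at about 24% in these data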;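 further: plate controls were DMSO alone for no effect and ferristatin control at 100 nM for full effect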
# PP5 inh = inhibitors of human protein phosphatase 5 (PP5); P53041; purified PP5c, OMFP substrate fluorescence; inhibition, % at 6.7 µM; hit rate 0.18% among 320,000;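 active means inhibition above the campaign's mean inhibition across all tested compounds plus 3 SD, cut at about 9.5% in these data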;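 further: 0% = DMSO only and 100% = 100 µM cantharidin control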
# Target sequence (P53041 whole entry, looked up): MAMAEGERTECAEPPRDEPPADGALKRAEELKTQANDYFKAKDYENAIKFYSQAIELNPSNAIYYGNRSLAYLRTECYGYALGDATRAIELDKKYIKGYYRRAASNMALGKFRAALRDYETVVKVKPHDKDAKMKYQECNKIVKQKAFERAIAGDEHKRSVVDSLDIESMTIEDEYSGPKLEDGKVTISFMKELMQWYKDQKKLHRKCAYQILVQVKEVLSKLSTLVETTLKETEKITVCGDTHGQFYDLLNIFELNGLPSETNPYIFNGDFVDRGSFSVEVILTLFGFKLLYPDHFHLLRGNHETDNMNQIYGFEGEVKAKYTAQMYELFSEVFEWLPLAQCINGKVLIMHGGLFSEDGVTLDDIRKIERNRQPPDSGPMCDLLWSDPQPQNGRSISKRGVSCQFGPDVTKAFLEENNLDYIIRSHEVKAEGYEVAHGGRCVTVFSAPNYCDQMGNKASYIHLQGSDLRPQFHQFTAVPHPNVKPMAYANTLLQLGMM
# Efflux pump inh = inhibitors of Candida antifungal efflux pumps expressed in yeast. inhibition, % at 10 µM. S. cerevisiae Candida pump triplex, Nile Red efflux. hit rate 0.44% among 330,000;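 active means plate passing quality check with inhibition over a set limit, or well fluorescence over plate mean plus 4 SD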;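 further: Nile Red retained in pooled yeast measured as flow cytometry median fluorescence; 0% = buffer negative control and 100% = Enniatin B positive control; higher means more Nile Red kept so more efflux inhibition; some compounds called inactive have numbers as strong as hits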
# Fh CTSL1 inh = cathepsin L1 inhibition, PFM18AAP counter-screen; recombinant F. hepatica cathepsin L1, Z-Leu-Arg-MCA fluorescence; hit rate 0.49% among 300,000; inhibition, % at 5.96 µM;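 active means inhibition above the mean of all tested compounds plus 3 SD, set per screening campaign, cut at about 17% in these data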;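 further: 0% = plate median of test compound wells and 100% = 1 µM Z-Phe-Ala-diazomethylketone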
# EBNA-1 inh = blocks EBNA-1 binding to DNA; EBNA-1 DNA binding, fluorescence polarization; inhibition, % at 14.8 µM; hit rate 0.34% among 300,000; AID 1950; in the data active means inhibition above about 28%
# ZTA DNA inh = ZTA (EBV) inhibition in EBNA-1 counter-screen; ZTA-DNA binding, fluorescence polarization; inhibition, % at 11 µM; P03206; AID 2234; hit rate 0.15% among 320,000; in the data active means inhibition above about 33%
# Target sequence (P03206 whole entry, looked up): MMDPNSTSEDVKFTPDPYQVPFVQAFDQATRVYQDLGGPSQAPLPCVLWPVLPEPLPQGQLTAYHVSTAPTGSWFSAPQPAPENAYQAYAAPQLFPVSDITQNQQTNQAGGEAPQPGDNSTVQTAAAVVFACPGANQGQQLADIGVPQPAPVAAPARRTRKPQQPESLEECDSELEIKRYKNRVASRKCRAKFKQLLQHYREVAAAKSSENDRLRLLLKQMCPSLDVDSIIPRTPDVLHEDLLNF
# PREPL inhibitor = inhibitors of human prolyl oligopeptidase-like enzyme PREPL. Q4J6C6. recombinant PREPL, fluorescence polarization activity-based probe. inhibition, % at 5.96 µM. hit rate 0.68% among 320,000; in the data active means inhibition above about 43%;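 further: 0% = enzyme with DMSO and 100% = wells lacking enzyme; many of its hits are not listed in these tables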
# The depositor's hits bear a star; . = no result given. Not all compounds are listed, so the mix of outcomes need not match the whole.
# Order of values: PP1 counter	HCV core dimer	TPT1 inh	PP5 inh	Efflux pump inh	Fh CTSL1 inh	EBNA-1 inh	ZTA DNA inh	PREPL inhibitor
COc1cccc(/C=N/NC(=O)C(=O)N2CCCC2)c1O
→ -2	-1	0	2.3	-0.1	0	16	13	4
COc1ccc(NC(=O)CCCN2C(=O)C3CC=CCC3C2=O)cc1 (stereo not drawn)
→ 2	-2	1	1.2	0.0	-2	9	14	0
CC(OC(=O)c1ccc(Br)c(S(=O)(=O)N2CCOCC2)c1)C(=O)NC1CCCCC1C (stereo not drawn)
→ -7	0	-3	0.2	-0.1	-26	-7	-13	-6
Cc1occc1C(=O)Nc1cccc2ccccc12
→ -4	0	-4	0.9	-0.1	-2	-8	-2	-28
Cc1c(Cl)cccc1NC(=O)CCC(=O)NNC(=O)c1ccco1
→ -1	2	-1	-1.2	0.1	0	0	1	9
COc1cccc(-c2nn(C)c3sc(C(=O)NCc4ccc5c(c4)OCO5)cc23)c1
→ -2	6	-4	2.4	0.0	1	7	9	-6
COc1cc(OC)cc(-c2nnc(SCC(=O)N3CCCCC3)o2)c1
→ 0	3	-2	1.1	-0.1	2	-5	8	-7
c1ccc(-c2csc(Nc3nc(N4CCOCC4)nc(N4CCOCC4)n3)n2)cc1
→ -1	1	-3	-0.3	-0.1	1	9	2	4
CCCc1ccc(C(=O)NNc2cc(Cl)ccc2Cl)cc1
→ 1	9	0	0.8	0.0	1	8	0	-6
COC(=O)c1sc(NC(=O)c2ccc(Cn3cc(Cl)cn3)o2)c(C#N)c1C
→ 0	12	7	2.0	0.4	1	-3	10	16
O=C(OCc1c(F)cccc1Cl)c1cnccn1
→ -1	-9	-3	0.9	-0.1	-1	-9	0	0
COc1ccc(C=O)cc1COc1ccc(F)cc1F
→ -3	37	2	3.1	0.0	1	-6	-31	-18
CC(=O)C(Sc1nc(N(C)C)nc(N(C)C)n1)C(=O)Nc1ccccc1 (stereo not drawn)
→ -3	0	-2	2.5	-0.1	2	-1	3	-1
COc1ccccc1C(=O)NC(=O)COC(=O)c1cccc(OC(F)F)c1
→ -2	0	1	1.4	0.2	-3	-6	-4	-4
CCCn1nc(NC(=O)c2cccs2)c2cc3cc(C)ccc3nc21
→ 0	-5	3	1.9	0.0	-3	4	5	6
CCOC(=O)c1oc2cc(C)cc(C)c2c1C
→ -5	4	-1	1.1	0.0	0	1	-4	1
CCC(CC)C(=O)Nc1cccc(C(=O)NCCc2ccccc2)c1
→ 2	2	2	-1.6	0.3	0	-2	-10	9
Cc1ccc(S(=O)(=O)n2nc(C)c(S(=O)(=O)N3CCOCC3)c2C)cc1
→ 4	5	-1	1.6	0.0	-2	6	8	1
CCCCN(CCCC)CCCN1CC(=O)N2[C@@H](Cc3c([nH]c4ccccc34)C2(C)C)C1=O
→ -3	1	-2	-0.9	0.0	3	8	4	28
O=C(Nc1cnn(C23CC4CC(CC(C4)C2)C3)c1)c1cc(-c2ccccc2)on1
→ -2	4	3	-2.3	0.1	2	-3	-1	-3

# Some values from the results shown.
# Entry for `COc1ccc(NC(=O)CCCN2C(=O)C3CC=CCC3C2=O)cc1` (stereo not drawn) in TPT1 inh: 1
# Entry for `CCC(CC)C(=O)Nc1cccc(C(=O)NCCc2ccccc2)c1` in HCV core dimer: 2

# Seven entries from above, reformatted:
canonical_smiles	PP1 counter	HCV core dimer	TPT1 inh	PP5 inh	Efflux pump inh	Fh CTSL1 inh	EBNA-1 inh	ZTA DNA inh	PREPL inhibitor
COc1cccc(-c2nn(C)c3sc(C(=O)NCc4ccc5c(c4)OCO5)cc23)c1	-2	6	-4	2.4	0.0	1	7	9	-6
COc1cc(OC)cc(-c2nnc(SCC(=O)N3CCCCC3)o2)c1	0	3	-2	1.1	-0.1	2	-5	8	-7
c1ccc(-c2csc(Nc3nc(N4CCOCC4)nc(N4CCOCC4)n3)n2)cc1	-1	1	-3	-0.3	-0.1	1	9	2	4
CCCc1ccc(C(=O)NNc2cc(Cl)ccc2Cl)cc1	1	9	0	0.8	0.0	1	8	0	-6
COC(=O)c1sc(NC(=O)c2ccc(Cn3cc(Cl)cn3)o2)c(C#N)c1C	0	12	7	2.0	0.4	1	-3	10	16
O=C(OCc1c(F)cccc1Cl)c1cnccn1	-1	-9	-3	0.9	-0.1	-1	-9	0	0
COc1ccc(C=O)cc1COc1ccc(F)cc1F	-3	37	2	3.1	0.0	1	-6	-31	-18

# Next records follow.
# Order of values: PP1 counter	HCV core dimer	TPT1 inh	PP5 inh	Efflux pump inh	Fh CTSL1 inh	EBNA-1 inh	ZTA DNA inh	PREPL inhibitor
COc1ccc2oc(=O)c(C(=O)Nc3cccc(C(C)=O)c3)cc2c1
→ 7	11	-1	2.5	-0.3	1	1	9	-15
COc1cc(C(=O)Nc2nnc(C(F)(F)F)s2)c([N+](=O)[O-])cc1OC
→ 2	6	-2	2.0	0.2	2	10	10	-3
CCc1nc2ccccc2nc1N1CCN(S(=O)(=O)c2ccc(Cl)cc2)CC1
→ -6	12	-2	0.2	0.1	1	-6	3	-80
COc1cc(OC)c2c(C)cc(=O)oc2c1
→ -2	3	-3	0.6	0.4	6	-7	1	17
Cc1ccc(S/C(=N\S(=O)(=O)c2ccc(Cl)cc2)c2ccccc2)cc1
→ -9	-2	0	4.8	0.2	-1	-8	6	12
CCOC(=O)N1CCN(C(=O)c2oc3ccc(S(=O)(=O)N4CCCCC4)cc3c2C)CC1
→ -5	0	0	0.6	0.0	-1	0	-5	5
Cc1ccc(S(=O)(=O)N2CCN(C(=O)CSc3nnnn3C)C2)cc1
→ -4	-5	0	2.1	0.0	-1	-10	-10	-4
Nc1nnc(SCC(=O)OCC(=O)Nc2ccccc2)s1
→ -1	2	-2	0.4	0.0	-23	-7	-13	-6
CCN(CC)c1ccc(C2C(C(=O)OCCOC)=C(C)NC3=C2C(=O)CC(C)(C)C3)cc1 (stereo not drawn)
→ -1	-3	-1	3.8	-0.5	9	0	-8	8
CCCN(CCC)C(=O)c1ccc2nc(-c3ccc(OC)c(OC)c3)c(-c3ccc(OC)c(OC)c3)nc2c1
→ 8	9	4	1.0	-0.1	0	2	15	0
O=C(Nc1ccc(-c2nc3cccnc3s2)cc1)c1ccc(Cl)nc1
→ -8	4	-2	0.5	0.0	11	4	3	-2
CC(=O)c1cccc(NC(=O)c2cnn3ccccc23)c1
→ -3	-2	-2	-2.4	0.0	3	8	2	1
CC(=O)Oc1cccc(N2C(=O)C3C4C=CC(C4)C3C2=O)c1 (stereo not drawn)
→ -2	2	-6	0.7	0.2	-25	-14	-8	3
O=S(=O)(NCc1csc(-c2cccnc2)n1)c1ccc(Br)cc1
→ -5	-9	-1	2.3	-0.1	-2	-3	-19	2
Cc1c2c(nc3ccccc13)CCC(C)C2 (stereo not drawn)
→ -2	-1	1	2.9	0.1	-3	-5	6	-13
O=C(CN1C(=O)c2ccccc2C1=O)Oc1ccc(F)cc1
→ 0	1	-2	-1.1	0.0	-4	11	-14	23
CCc1ccc(NC(=O)CCc2ccc(CC)o2)cc1
→ 9	1	3	2.5	0.1	3	1	11	1
CC1Sc2ccc(C(=O)Nc3ncccc3O)cc2NC1=O (stereo not drawn)
→ 5	-9	3	-0.5	-0.1	-5	-4	-5	17
COc1ccc(/C=C/C(=O)NCC(=O)N2CCC(N(C)CCN3CCOCC3)CC2)cc1OC
→ -5	6	0	3.5	0.2	0	5	0	-4
CN(C)c1ccc(-c2noc(-c3ccccc3O)n2)cc1
→ -3	6	2	1.8	0.0	-1	12	2	-3

# Shown comma-delimited: entries from further up
SMILES,PP1 counter,HCV core dimer,TPT1 inh,PP5 inh,Efflux pump inh,Fh CTSL1 inh,EBNA-1 inh,ZTA DNA inh,PREPL inhibitor
c1ccc(-c2csc(Nc3nc(N4CCOCC4)nc(N4CCOCC4)n3)n2)cc1,-1,1,-3,-0.3,-0.1,1,9,2,4
CCCc1ccc(C(=O)NNc2cc(Cl)ccc2Cl)cc1,1,9,0,0.8,0.0,1,8,0,-6

# (more compounds)
# Order of values: PP1 counter	HCV core dimer	TPT1 inh	PP5 inh	Efflux pump inh	Fh CTSL1 inh	EBNA-1 inh	ZTA DNA inh	PREPL inhibitor
COc1cccc(Cl)c1NC(=O)N1CCc2c([nH]c3ccccc23)C1C(F)(F)F (stereo not drawn)
→ -1	0	0	-0.1	0.1	2	6	-2	1
CCOC(=O)c1c(C)nc2sc3c(=O)[nH]cnc3c2c1-c1ccc(OC)cc1
→ -4	4	-1	-2.3	0.1	5	0	-3	-12
COC(=O)Cc1ccc(NC(=O)c2ccc(C)c(C)c2)cc1
→ 0	1	1	0.2	-0.1	-4	-6	3	-11
COc1ccc(OCC(O)CNC(=O)Nc2cccc3ccccc23)cc1 (stereo not drawn)
→ -3	1	1	0.0	0.0	-3	-9	-1	13
Nc1cc(N)nc(CS)n1
→ -4	-1	2	0.1	0.0	3	-3	-4	29
CCN1CCN(C(=O)CS(=O)(=O)Cc2nc(-c3ccccc3C)oc2C)CC1
→ 0	-10	-1	1.7	0.1	2	-6	13	9
COc1ccc(/C=C2\SC(=O)N(CC(=O)NNC(=O)c3ccccc3O)C2=O)cc1
→ 18*	-1	-3	1.3	1.5	-2	54*	-8	1
O=C(Nc1ccccc1C(F)(F)F)NC1CCCCC1
→ -1	-5	3	0.8	-0.2	0	7	-16	14
COC(=O)c1ccc2c(=O)n(CCCCCC(=O)NCc3ccccn3)c(=O)[nH]c2c1
→ 0	-3	-4	-1.7	-0.3	1	2	4	15
CCN(CC)CCNC(=O)Cc1nn(Cc2ccccc2)c(=O)c2ccccc12
→ -7	-4	0	1.8	0.1	2	-10	-4	9
O=C(Nc1nccs1)c1ccc2c(c1)C(=O)N(Cc1cccnc1)C2=O
→ -1	2	-3	1.1	0.5	0	2	-1	4
COc1ccccc1NC(=O)N1c2ccccc2NC(=O)CC1C (stereo not drawn)
→ -6	0	3	-0.3	-0.1	3	-8	-3	21
N=C1c2ccccc2CN1c1ccc(N2CCOCC2)c(S(=O)(=O)Nc2ccc(Cl)cc2)c1
→ 12	-2	3	-0.9	0.7	-8	-3	8	22
CC(=O)N(CCN1CCOCC1)Cc1cc2cc3c(cc2nc1Cl)OCO3
→ -5	10	-1	1.0	0.0	-2	1	7	3
Cc1nc(C(=O)Nc2cc(Cl)ccc2Cl)nn1-c1cc(OC(C)C)c(Cl)cc1Cl
→ -4	-1	-4	-0.4	0.1	-3	8	1	-10
O=C(Nc1cccc(F)c1)C1CC(=O)N(c2ccc(Cl)cc2)C1 (stereo not drawn)
→ -1	-2	-3	0.2	-0.2	-3	1	2	3
Cc1ccc(NC(=O)c2cc([N+](=O)[O-])ccc2N2CCCC2)cc1
→ 9	11	3	0.4	0.1	4	9	2	1
CCCn1c2ccccc2c2cnn(CC(=O)NC3CCCCC3)c(=O)c21
→ 2	5	3	0.9	0.0	7	10	2	-1
CCC1CCCCN1CC(=O)c1c(C)[nH]c2ccccc12 (stereo not drawn)
→ -6	-5	6	-0.5	-0.1	-3	7	-4	-1
COc1ccccc1/C=C1\SC(=S)N(Nc2nc(C)cc(C)n2)C1=O
→ 0	-1	-1	1.0	-0.1	2	0	-13	0
O=[N+]([O-])c1cc(/C=N/n2c(-c3ccncc3)n[nH]c2=S)ccc1Cl
→ 25*	25	1	0.9	0.0	7	8	-6	2
CC(=O)Nc1ccc(NC(=S)Nc2ccccc2)cc1
→ 0	1	4	-0.8	-0.1	-3	-6	2	-4
COc1ccc(C(C)=O)cc1CC(=O)Nc1cccc(S(=O)(=O)N2CCOCC2)c1
→ -4	.	.	-2.9	0.0	.	.	5	0
O=c1c2c([nH]c3ccc(Br)cc13)CCCC2
→ 1	-2	0	-2.5	0.0	-1	-4	9	-3
